NPR1 activator – GC-A (human) enzyme activation; AID 1671463; activation, % at 10 µM; actives 0.14% (n = 370,000); HEK293 GC-A cells, cGMP TR-FRET, EC30 ANP; 0% at EC30 ANP, 100% saturating ANP; P16066; in the data active = activation above about 40%
HTRA1 inh – blocks human HTRA1 serine peptidase. recombinant HTRA1, FP-rhodamine activity-based probe, fluorescence polarization. inhibition, % at 5.96 µM. actives 0.5% (n = 340,000); in the data active = inhibition above about 36%;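 note: 0% = enzyme with DMSO and 100% = wells lacking enzyme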
NPR2 activator – GC-B (human) receptor activation; HEK293-GC-B cells, CNP EC30, cGMP TR-FRET; 0% at EC30 CNP, 100% saturating CNP; activation, % at 10 µM; actives 0.11% (n = 370,000); AID 1920062;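 active = activation at 10 µM reaching about 35% in either raw or pattern-adjusted values, limit read from the data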
SMARCA2 activ – SMARCA2 function activation, primary screen; MG213 cells, MMTV-luciferase reporter, dexamethasone, overnight; actives 1% (n = 370,000); activation, % at 9.1 µM; in the data active = activation above about 7.8%;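 note: 0% = vehicle wells and 100% = reference activator wells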
ARFGAP1 inh – inhibitors of rat ARFGAP1; inhibition, % at 16.5 µM; Q62848; Arfgap1-stimulated ARF1 GTP hydrolysis, GDP FP detection; AID 651572; actives 0.26% (n = 360,000);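 active = inhibition above a per-plate limit, mean inhibition of low control wells plus 3 SD, cut at about 25% in these data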;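 note: 0% = DMSO wells with enzyme and 100% = wells lacking Arfgap1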
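System: truncated rat Arfgap1 GAP domain / Medium: HEPES-based buffer, pH 7.5 / Also added: N-terminally truncated human ARF1-GTP substrate / Incubation: enzyme reaction 120 min at 25 °C after 20 min preincubation / Measured by: FP of antibody-bound GDP Alexa 633 tracer, ex 620/em 688 nm / Replicates: singlicate, each compound tested once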
rCAG binder – molecules binding r(CAG) RNA repeats; r(CAG) RNA repeat, TO-PRO-1 dye displacement fluorescence; inhibition, % at 3 µM; actives 1.3% (n = 370,000);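 active = inhibition above the plate cutoff, the mean of all test compounds on that plate plus 3 SD, cut at about 35% in these data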;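 note: 0% = DMSO alone and 100% = 100 µM mitoxantrone as full dye displacement; higher means more dye released from RNA so lower well fluorescence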
PG9 Ab binder – binds the HIV-1 gp120 antibody PG9 | AID 624416 | actives 0.43% (n = 360,000) | inhibition, % at 6.7 µM | TR-FRET gp120-PG9 antibody binding; in the data active = inhibition above about 8.5%
ASAP1 inh – ASAP1 ArfGAP inhibition | Q9ULH1 | ASAP1-stimulated ARF1 GTP hydrolysis, GDP FP detection | inhibition, % at 16.5 µM | actives 0.19% (n = 360,000); in the data active = inhibition above about 25%;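 note: 0% = vehicle with enzyme and substrate and 100% = no enzyme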
ABHD4 inh – inhibitors of mouse ABHD4. actives 0.54% (n = 370,000). Q8VD66. AID 720543. inhibition, % at 8.92 µM. purified mABHD4, FP-Rh probe fluorescence polarization;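 active = inhibition exceeding the mean over every tested compound plus 3 SD, cut at about 30% in these data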;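 note: 0% = plate median of compound wells and 100% = S159A mutant with DMSO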
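Assay system: mABHD4 protein; medium: HEPES pH 7.0, NaCl, Pluronic buffer; dosing: 8.92 µM, single dose; schedule: 45 min + 60 min at 25 °C; signal: FP readout, ex 525 nm / em 598 nm; read-out: normalized percent inhibition of probe labeling; repeats: single replicate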
Rev-erbA mod – Rev-erb alpha (human) modulation. P20393. Rev-erbα–FITC-DNA binding, fluorescence polarization, 90 min. activity, % at 10 µM. actives 0.79% (n = 370,000). AID 1259318;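 active = activity above about 14%, limit read from the data; passing the limit was not always enough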;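 note: 0% = DMSO wells with 35 nM protein and 100% = DMSO wells with 750 nM protein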
Active calls of the source: *; · = no result given.

No.	molecule	NPR1 activator	HTRA1 inh	NPR2 activator	SMARCA2 activ	ARFGAP1 inh
1	COc1ccc(OC)c2sc(NNC(=O)C3COc4ccccc4O3)nc12 (centres undefined)	-1	11	2	-2	5
2	Cc1ccc(C)c(NC(=S)c2nc3ccccc3s2)c1	-13	6	-13	4	6
3	CCN(CCNC(=O)C1CCN(S(=O)(=O)c2c(C)noc2C)CC1)c1ccccc1	0	3	-4	-4	-9
4	CCN(CC)CCCN(Cc1cc2cc3c(cc2[nH]c1=O)OCO3)C(=S)Nc1ccccc1OC	1	-3	4	2	12
5	CCOC(=O)N1CCc2c(sc3c2c(=O)n(Cc2ccccc2)c(=O)n3CC(=O)NCCOC)C1	7	7	-3	2	-1
6	O=C(CC[C@H]1O[C@@H](n2ccc(=O)[nH]c2=O)[C@H](O)[C@@H]1O)N[C@H](Cc1ccccc1)C(=O)NC1CCCCC1	4	·	6	-4	6
7	COc1ccccc1NC(=O)c1oc2ccccc2c1NC(=O)C1CC1	-1	-16	-2	2	-5
8	O=C1/C(=C/c2ccc([N+](=O)[O-])cc2)Oc2cc(O)ccc21	4	-4	5	0	10
9	Cc1cc(OCC(=O)Nn2cnnc2)c(C)cc1Br	5	1	-11	0	-6
10	CCn1c(SCC(=O)Nc2ccc(C(N)=O)cc2)nc2sc(C)c(C)c2c1=O	-4	·	3	-3	·

No.	rCAG binder	PG9 Ab binder	ASAP1 inh	ABHD4 inh	Rev-erbA mod
1	3	1.6	11	19	-3
2	-2	0.8	-3	-8	1
3	0	-1.1	-4	0	-5
4	2	0.9	-2	1	1
5	-1	-2.9	6	-2	7
6	3	-0.1	-4	4	1
7	2	-2.5	4	17	5
8	12	-2.5	12	20	0
9	1	-0.5	-18	-2	-8
10	3	·	·	2	-4

(more compounds)
No.	molecule	NPR1 activator	HTRA1 inh	NPR2 activator	SMARCA2 activ	ARFGAP1 inh
11	O=C(Nc1ccc(Cl)c(S(=O)(=O)N2CCCCC2)c1)c1ccco1	-2	-25	4	0	6
12	COc1ccc2[nH]c3c(c2c1)CCN1C(=O)C(CC(=O)NCCC2=CCCCC2)C[C@H](C(=O)N2CCOCC2)[C@@]31C (some centres undefined)	3	3	-1	-4	7
13	O=[N+]([O-])c1ccc(Sc2ccc(Cl)c(Cl)c2)nc1	-3	3	2	-3	7
14	O=C(NN1CC(=O)N(c2cc(Cl)cc(Cl)c2)CC1=O)c1sccc1Cl	-6	·	2	-4	-1
15	CN1C(C(=O)NCc2ccc(OC(F)(F)F)cc2)CC2Cn3c(nc4cc(Cl)c(Cl)cc43)C21 (centres undefined)	-2	-11	-3	0	5
16	O=S(=O)(NCc1ccccc1)c1ccc(NC(=S)NCc2ccco2)cc1	3	-44	5	-3	6
17	Cc1cc(C(=O)N(C)CC(=O)Nc2ccc(Cl)c(C(F)(F)F)c2)no1	3	-7	1	2	-4
18	Cn1c(SCC(=O)Nc2ccccc2Br)nnc1-c1cnccn1	1	-2	4	-2	-2
19	COc1ccc2oc(C(=O)OCC(=O)Nc3cc(S(=O)(=O)N4CCOCC4)ccc3C)c(C)c2c1	-2	-20	4	-1	-1
20	O=C(NCc1ccccc1)C1Cc2c(-c3ccc(Cl)cc3)ccnc2O1 (centres undefined)	-3	·	2	1	10

No.	rCAG binder	PG9 Ab binder	ASAP1 inh	ABHD4 inh	Rev-erbA mod
11	7	-0.6	6	-14	6
12	4	0.1	1	2	-4
13	-2	1.1	-4	-7	4
14	2	0.1	-8	0	-1
15	2	0.1	6	-12	-3
16	17	-3.1	8	-24	-2
17	1	1.1	-4	4	-1
18	-3	0.0	-7	-8	1
19	6	2.5	19	-4	15
20	-1	0.9	-3	-3	-3

Quoted at random: 6 entries already listed, in no set order.
No.	molecule	NPR1 activator	HTRA1 inh	NPR2 activator	SMARCA2 activ	ARFGAP1 inh
12	COc1ccc2[nH]c3c(c2c1)CCN1C(=O)C(CC(=O)NCCC2=CCCCC2)C[C@H](C(=O)N2CCOCC2)[C@@]31C (some centres undefined)	3	3	-1	-4	7
8	O=C1/C(=C/c2ccc([N+](=O)[O-])cc2)Oc2cc(O)ccc21	4	-4	5	0	10
3	CCN(CCNC(=O)C1CCN(S(=O)(=O)c2c(C)noc2C)CC1)c1ccccc1	0	3	-4	-4	-9
9	Cc1cc(OCC(=O)Nn2cnnc2)c(C)cc1Br	5	1	-11	0	-6
13	O=[N+]([O-])c1ccc(Sc2ccc(Cl)c(Cl)c2)nc1	-3	3	2	-3	7
15	CN1C(C(=O)NCc2ccc(OC(F)(F)F)cc2)CC2Cn3c(nc4cc(Cl)c(Cl)cc43)C21 (centres undefined)	-2	-11	-3	0	5

No.	rCAG binder	PG9 Ab binder	ASAP1 inh	ABHD4 inh	Rev-erbA mod
12	4	0.1	1	2	-4
8	12	-2.5	12	20	0
3	0	-1.1	-4	0	-5
9	1	-0.5	-18	-2	-8
13	-2	1.1	-4	-7	4
15	2	0.1	6	-12	-3

(continued)
No.	molecule	NPR1 activator	HTRA1 inh	NPR2 activator	SMARCA2 activ	ARFGAP1 inh
21	O=C(NC(=S)N1CCCCC1c1cccnc1)c1ccc(F)cc1 (centres undefined)	4	6	4	-1	7
22	Cc1ccc(CN2CCCN(Cc3cc(C)ccc3C)S2(=O)=O)cc1	1	-28	6	-1	3
23	CCCCNS(=O)(=O)CC1NCc2cc(OC)ccc21 (centres undefined)	2	·	5	-6	·
24	CCCCN(C)CCNC(=O)Cn1c(=O)sc2ccccc21	-2	1	-4	-2	0
25	N#Cc1cc(Oc2ccc3ccccc3c2)c(-n2nnc3ccccc32)cc1C#N	5	-4	3	-1	5
26	CCCCNC(=O)NNc1nc(Cl)cc(C)c1C#N	1	5	-1	0	1
27	COCCNc1cc(NCCOC)c([N+](=O)[O-])cc1[N+](=O)[O-]	1	-2	1	-1	5
28	CCOC(=O)Cc1nnc(NC(=O)C23CC4CC(CC(C4)C2)C3)s1	-1	-8	-1	-3	-3
29	CSc1ccc(CCNS(=O)(=O)c2ccc3c(c2)C(C)(C)C(=O)N3C)cc1	0	-8	-1	8	13
30	Cc1cc(C)n2cc(CSc3nc4ccccc4[nH]3)nc2n1	6	-1	-4	0	-7

No.	rCAG binder	PG9 Ab binder	ASAP1 inh	ABHD4 inh	Rev-erbA mod
21	3	-0.1	8	5	-6
22	-2	-2.0	-5	-10	-4
23	6	·	·	-2	-1
24	0	-1.2	-14	-2	2
25	2	-0.1	5	10	-3
26	-1	-0.1	17	-1	-6
27	1	3.1	-7	-1	5
28	-4	-0.1	7	3	-3
29	-2	-1.1	5	-5	-3
30	1	-1.7	-3	11	4

(more compounds)
No.	molecule	NPR1 activator	HTRA1 inh	NPR2 activator	SMARCA2 activ	ARFGAP1 inh
31	COC(=O)[C@@H](c1ccccc1)N(C)S(=O)(=O)c1cccc(S(=O)(=O)N(C)[C@@H](C(=O)OC)c2ccccc2)c1	2	-18	3	-3	5
32	CCc1nnc(NC(=O)c2cccnc2)s1	3	-1	0	1	8
33	Cc1cccc(-n2c(O)c(C=Nc3cccc(O)c3)c3ccccc3c2=O)n1	-10	-13	0	3	6
34	CCOP(=O)(Nc1ccc2oc(=O)c3ccccc3c2c1)OCC	-2	-1	-6	-3	-2
35	CC(NC(=O)CC1Nc2ccccc2NC1=O)c1ccccc1 (centres undefined)	2	3	8	-2	1
36	CCSc1nnc2ccc(-c3ccco3)nn12	-1	7	-1	-6	-12
37	Cc1nc2ccc(C(=O)Nc3ccc4nc[nH]c4c3)cc2[nH]1	3	2	0	0	16
38	Cc1cc2nnc(SCC(=O)N(C)C3CCS(=O)(=O)C3)n2c2ccccc12 (centres undefined)	-1	0	0	0	2
39	COc1ccc(N=C2C(=O)Nc3c(C)cccc32)cc1	1	2	2	2	-11
40	O=C(CSc1nnc2c(n1)[nH]c1ccccc12)Nc1ccc(S(=O)(=O)Nc2ncccn2)cc1	4	-5	-4	-1	3

No.	rCAG binder	PG9 Ab binder	ASAP1 inh	ABHD4 inh	Rev-erbA mod
31	0	-3.3	6	-12	0
32	-2	-1.0	14	-3	2
33	3	1.6	1	-7	-4
34	0	-2.6	-4	0	-1
35	8	-0.1	-9	1	-2
36	-2	0.3	-16	-4	3
37	-1	2.5	-9	0	1
38	3	1.8	2	-7	-4
39	1	-0.7	-1	5	5
40	18	-2.4	7	-6	3

Remaining list, next part
No.	molecule	NPR1 activator	HTRA1 inh	NPR2 activator	SMARCA2 activ	ARFGAP1 inh
41	CCCCn1nnnc1C(c1ccccc1)N1CCCN(Cc2ccc(F)cc2)CC1 (centres undefined)	-10	·	-7	-4	5
42	CCOc1ccc(Cl)cc1CSc1n[nH]c(C)n1	-2	·	-4	1	0
43	O=C(NCc1ccc(F)cc1)c1cccc2c1C(=O)c1ccc(N3CCC(Cc4ccccc4)CC3)cc1S2(=O)=O	0	-1	2	-1	-9
44	CN(C)C(=S)Oc1ccccc1C1SCCS1	0	1	0	-2	4
45	O=C(CSc1nnc(-c2ccncc2)n1-c1ccccc1)Nc1ccc(C(=O)O)cc1	2	·	2	0	1
46	O=C(CN1C2CCCC1CC(NC(=O)c1ccccc1)C2)Nc1nccs1 (centres undefined)	3	2	-3	-2	-3
47	CC1=C(C(=O)N(C(C)C)C(C)C)CC(CC(=O)NCCc2ccccn2)C(=O)N1Cc1ccc(C(C)(C)C)cc1 (centres undefined)	-1	·	1	-3	8
48	CCOC(=O)c1cc(C)sc1/N=C/C1C(=O)CC(C)(C)CC1=O	-1	-1	-5	6	1
49	CCc1ccccc1NC(=O)CN(C)C(=O)CSc1nnc(Nc2cccc(C)c2C)s1	0	-3	3	-1	5

No.	rCAG binder	PG9 Ab binder	ASAP1 inh	ABHD4 inh	Rev-erbA mod
41	-3	-0.6	11	-2	3
42	-2	-0.5	-7	0	1
43	4	-0.6	-7	1	8
44	1	1.3	10	-4	9
45	0	-0.5	2	-7	-3
46	-8	-1.6	1	7	-5
47	-1	0.9	-3	3	2
48	-3	-0.8	-4	4	9
49	-5	-0.6	-16	3	-3
